ERG-DNA inh: inhibitors of human ERG Ets domain-DNA interaction | P11308 | fluorescence polarization, His-ERG Ets domain / labelled DNA | Potency, µM (top dose mostly 76.9 µM), for inactives: at the top dose FP activity, negative = inhibition, most hits filed as inhibitors | hit rate 0.028% among 370,000; active = well fitted inhibition curve with a large enough effect in the polarisation, with a control signal flat; inconclusive = small, poorly fitted or top-dose-only effect, or effect the other way, or a change in a side signal; inactive = no such curve, though single readings can be large or run the other way; the % refers to the polarisation;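 note: polarization taken with two DNA probes labelled with fluorescein and Texas red; potency is the fitted concentration of half-maximal effect; % of control where 0% means no effect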
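His-tagged ERG Ets domain (1 uM in the protein solution; 300mM KCl, 50mM Tris-HCl, 1mM EDTA, 1mM DTT, pH 7.5) received compound, then a probe mix of 5 nM fluorescein-DNA and 100nM Texas-615-DNA. Fluorescence polarization was read for both dyes.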
D2 antagonist: antagonists of human D2 dopamine receptor. P14416. HEK293 TREx D2 cells, calcium flux, dopamine EC80. inhibition, % at 10 µM. hit rate 2% among 340,000; in the data active = inhibition above about 30%; note: 0% is about no effect
Target sequence (P14416 whole entry, looked up): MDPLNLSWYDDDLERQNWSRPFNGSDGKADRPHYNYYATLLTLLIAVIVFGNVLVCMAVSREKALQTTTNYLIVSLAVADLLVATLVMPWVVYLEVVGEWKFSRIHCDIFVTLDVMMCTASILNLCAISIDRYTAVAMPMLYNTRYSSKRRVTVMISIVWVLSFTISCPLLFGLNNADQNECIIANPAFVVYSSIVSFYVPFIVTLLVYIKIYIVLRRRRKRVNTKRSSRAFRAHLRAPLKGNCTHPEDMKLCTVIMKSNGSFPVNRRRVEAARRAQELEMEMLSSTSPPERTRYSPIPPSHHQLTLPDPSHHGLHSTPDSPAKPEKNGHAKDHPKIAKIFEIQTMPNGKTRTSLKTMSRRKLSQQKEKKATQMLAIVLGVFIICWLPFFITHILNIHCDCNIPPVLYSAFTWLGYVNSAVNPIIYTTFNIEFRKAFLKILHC
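Compounds are added to dye-loaded, induced HEK293 T-REx cells coupled to calcium release via D2; after a 3 min kinetic read an EC80 dopamine stimulus is given and fluorescence is recorded for 3 more min.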
D2 ag: agonists of human D2 dopamine receptor | AID 485358 | hit rate 0.53% among 340,000 | P14416 | HEK293 T-REx D2 cells, calcium flux agonist mode | activation, % at 2 µM;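 active = activation over 3 SD above normal in the single-dose calcium agonist read, cut at about 30% in these data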; note: 0% is about no effect
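Tetracycline-induced HEK293 Trex cells with D2 receptor force-coupled to calcium signaling, plated overnight at 30 C and loaded with no-wash calcium dye. Calcium flux read kinetically for 180 s after compound addition; responses flag agonists.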
ALOX12 inh: inhibitors of human 12S-lipoxygenase ALOX12 | P18054 | purified 12hLO, xylenol orange hydroperoxide absorbance | Potency, µM (titrated, usually from 108 µM), without a hit: top-dose activity change, negative = inhibition, actives largely listed as inhibitors | hit rate 1.1% among 580,000 | AID 1671190; note: potency is the fitted concentration of half-maximal effect; % is set by controls: 0 for no effect and ±100 for the full control effect
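Purified human 12hLO (150 nM final) in 25 mM Hepes, 0.01% Triton X-100, pH 7.0 was preincubated 15 min at room temperature with compound. Then 40 uM arachidonic acid was added, 30 min. Hydroperoxide was read by Fe-XO absorbance ratio 573/405 nm.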
Vif-APOBEC3F blk: Vif-A3F binding inhibition; HeLa A3F-eYFP + Vif (tagged APOBEC3F with the HIV-1 protein that degrades it), YFP fluorescence increase; Potency, µM (series often up to 46.1 µM), for the others: top-dose activity, negative = active; hit rate 0.2% among 390,000; AID 602313; note: potency is the fitted concentration of half-maximal effect; % of control where 0% means no effect; nearly all actives have a fitted effect of over 65% in size
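HeLa cells stably expressing Vif plus C-terminally eYFP-tagged A3F were seeded, incubated overnight at 37 deg C, dosed with compound, incubated overnight again at 37 deg C. Yellow fluorescence (Ex 488/Em 500-530) reported blocked Vif-mediated A3F-eYFP degradation.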
RGS4 inh: inhibitors of human regulator of G protein signaling 4. hit rate 0.039% among 390,000. AID 504845. Transcreener GDP fluorescence polarization, RGS4-accelerated GTP hydrolysis. Potency, µM (titrated, usually from 114 µM), without a hit: top-dose activity change, negative = inhibition, actives largely listed as inhibitors; note: potency is the fitted concentration of half-maximal effect; % is set by controls: 0 for no effect and ±100 for the full control effect; nearly all actives have a fitted effect of over 75% in size; some results filed as inactive show a strong effect at the top dose
Target sequence (P49798 whole entry, looked up): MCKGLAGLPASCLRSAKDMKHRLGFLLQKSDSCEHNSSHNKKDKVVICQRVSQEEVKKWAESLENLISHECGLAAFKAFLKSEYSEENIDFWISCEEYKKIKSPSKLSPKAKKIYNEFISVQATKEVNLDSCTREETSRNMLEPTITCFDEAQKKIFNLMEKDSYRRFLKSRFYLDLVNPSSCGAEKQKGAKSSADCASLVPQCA
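MLSMR compounds (23 nl, pin-transferred) preincubated 10 min at room temperature with a 500nM (2x) first reagent, then RGS4 at 900nM (2x) plus Transcreener GDP mix added; fluorescence polarization (620/688 nm) read before and after 90 min at 30 °C.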
Vif-APOBEC3G blk: blocks the Vif interaction with human APOBEC3G. hit rate 0.076% among 410,000. Q9HC16. Potency, µM (series often up to 46.1 µM), inactives show at the highest dose activity, negative = active, actives largely listed as inhibitors. HeLa A3G-eYFP + Vif (tagged APOBEC3G with the HIV-1 protein that degrades it), YFP fluorescence, overnight. AID 602310;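 note: potency is the fitted concentration of half-maximal effect; % is set by controls: 0 for no effect and ±100 for the full control effect; nearly all actives have a fitted effect of over 60% in size; hits raise eYFP signal because A3G escapes Vif-driven loss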
Target sequence (Q9HC16 whole entry, looked up): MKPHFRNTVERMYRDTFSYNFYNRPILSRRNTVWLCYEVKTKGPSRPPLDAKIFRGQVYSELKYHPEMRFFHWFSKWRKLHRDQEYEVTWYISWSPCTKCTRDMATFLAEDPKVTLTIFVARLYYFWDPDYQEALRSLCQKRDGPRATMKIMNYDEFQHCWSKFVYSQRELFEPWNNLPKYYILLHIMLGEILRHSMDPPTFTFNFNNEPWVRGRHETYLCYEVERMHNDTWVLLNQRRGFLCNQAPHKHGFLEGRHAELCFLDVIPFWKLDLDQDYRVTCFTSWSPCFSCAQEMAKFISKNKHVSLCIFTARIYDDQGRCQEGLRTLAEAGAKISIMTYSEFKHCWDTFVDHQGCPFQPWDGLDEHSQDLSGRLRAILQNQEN
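HeLa cells stably expressing Vif and C-terminally eYFP-tagged A3G, seeded overnight at 37 deg C, then exposed to compound by pintool overnight at 37 deg C. Rise in yellow fluorescence (Ex 488/Em 500-530, Acumen) marks blocked Vif-driven A3G degradation.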
LDHA inh: inhibitors of human lactate dehydrogenase A; activity change, % (values are at about 110 or 230 µM); AID 1347041; P00338; hit rate 0.15% among 480,000; purified LDHA, NADH/diaphorase-resazurin fluorescence; stronger effect = lower value; in the data active = activity change below about -30%; inconclusive = mostly about -25% to -30%;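 note: plate controls were DMSO wells for no effect and wells without enzyme for full effect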
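Remaining NADH was detected by diaphorase (0.133 mg/mL) converting 37 µM resazurin to fluorescent resorufin, read at 0 and 20 minutes. The preceding 5-minute room-temperature reaction used 2 nM LDHA, 0.2 mM sodium pyruvate and 0.06 mM NADH at pH 7.4.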
GRP78 ERSR act: inducers of ER stress response in human glioma cells; U87-MG GRP78 promoter luciferase reporter, 16 h; Potency, µM, for the others: at the top dose activation, usual class: activators; hit rate 0.02% among 420,000; AID 602332; note: potency is the fitted concentration of half-maximal effect; series mostly up to about 76 µM; % of control where 0% means no effect; nearly all actives have a fitted effect of over 35% in size
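Stably transfected U87-MG glioma cells carrying a GRP78-based luciferase sensor; 16 h compound incubation. Luminescence end-point read 10 min after Bright-Glo addition at room temperature.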
The depositor's hits bear a star; ? = inconclusive; · = no result given; & = joins results of further samples; [ ] = remark or other dose. Unless noted, calls come from the whole dose curve; as a rule, active = well fitted curve in the direction sought with a large enough effect; inconclusive = small, poorly fitted or top-dose-only effect, or another doubt; inactive = no such curve, though single readings can be large; an effect the other way counts as inactive or inconclusive. A portion of the library; count on the stated rates, not on these rows.

SMILES	ERG-DNA inh	D2 antagonist	D2 ag	ALOX12 inh	Vif-APOBEC3F blk	RGS4 inh	Vif-APOBEC3G blk	LDHA inh	GRP78 ERSR act
O=C(N/N=C/C1CCCCC1)c1cc(Cl)ccc1O	-7.7%	-17.6	0.2	-15.7%	3.1%	-6.4%	0.3%	0.6	0.4%
COc1cccc(CN2C(=NC(=O)C3CC3)SC3CS(=O)(=O)CC32)c1 (stereo not given)	-7.4%	6.1	-0.7	-14.4%	0.5%	8.1%	-0.7%	-9.9	-3.8%
C[C@@H]1Cn2cnc(C(=O)Nc3ccccc3)c2C(=O)N1	·	·	·	-3.2%	7.0%	·	1.5%	-12.1	-1.9%
CN(C)S(=O)(=O)c1ccc(Cl)c(NC(=O)COC(=O)CN2C(=O)NC(C)(C)C2=O)c1	-1.5%	-1.9	0.2	1.4%	9.5%	18.9%	0.7%	-8.5	-5.5%
CCn1ccc(C(=O)Nc2ccc3c(c2)CCC3)n1	-5.7%	0.9	1.0	·	3.3%	-0.7%	2.7%	0.1	-12.0%
N#Cc1c(-c2ccccc2)nc(SCC(=O)Nc2ccc(OC(F)(F)Cl)cc2)[nH]c1=O	1.2%	24.7	-2.8	?	-6.1%	0.4%	0.3%	-0.6	-5.9%
Cn1c(SCCN2CCCC2)nnc1C1CCN(S(=O)(=O)c2ccc(F)cc2)CC1	10.4%	-1.3	-0.6	-1.0%	1.7%	-13.8%	-1.0%	-1.6	-1.5%
COc1ccc(-c2cn3c(C)c(C(=O)Nc4cccc(C)n4)sc3n2)cc1	1.2%	-12.0	0.1	-13.2%	-3.8%	-18.8%	-4.9%	-0.6	-4.9%
CC(C)(C)C(=O)COC(=O)C1CC(=O)N(c2ccccc2)C1 (stereo not given)	5.7%	12.4	0.9	6.1%	-0.6%	-13.1%	0.5%	-3.9	-5.5%
CCOCCn1c(CN2CCN(c3cccc(Cl)c3)CC2)nc2c1c(=O)n(C)c(=O)n2C	8.3%	-1.7	-0.8	1.8%	-9.1%	-4.4%	1.0%	1.4	-4.0%
Cc1c(C(=O)N2CCCC2)oc2ccc(Br)cc12	4.0%	5.3	0.8	53.8%[activator]	-20.5%	-9.5%	-7.2%	0.4	4.2%
COCCNc1nnc(SCC(=O)Nc2nnc(-c3ccccc3)o2)s1	20.0%	2.1	0.7	-2.8%	8.5%	18.6%	0.9%	0.6	-2.3%
O=C(c1cnc2cc(-c3ccccc3)nn2c1)c1cc([N+](=O)[O-])ccc1O	0.5%	·	4.7	-22.4%	-6.2%	-14.5%	0.7%	3.0	-1.7%
COc1ccc(S(=O)(=O)NCc2ccncc2)cc1NC(=O)c1ccccc1C	-1.1%	4.8	0.0	?	-7.4%	-10.2%	2.8%	-10.7	0.1%
COc1ccc(CNC(=O)COC(=O)c2c[nH]c(=O)[nH]c2=O)cc1OC	-6.2%	-0.5	-0.4	?	-0.7%	8.3%	2.6%	-1.1	-2.3%
O=C(CSc1nncc2ccccc12)Nc1ccc(C(=O)O)cc1	8.3%	20.9	1.1	0.6%	0.4%	-7.4%	-1.3%	-1.8	-1.1%
CC1(C)COC2(OC1)C(=O)Nc1ccccc12	9.3%	-25.8	-0.4	18.8%	11.7%	1.4%	-1.2%	-5.1	2.1%
COc1cc(-c2nc3cccc(C)n3c2NCC2CCCO2)ccc1O (stereo not given)	4.0%	1.3	-0.7	8.1%	-12.1%	7.1%	-6.1%	0.7	1.7%
CN(CC(=O)Nc1ccccc1Br)C(=O)CCc1nc2ccccc2c(=O)[nH]1	-4.6%	2.3	0.2	?	7.5%	-12.1%	-1.1%	0.1	-3.8%
CC(=O)N[C@@H](CC(=O)O)C(=O)O	28.2µM*	17.2	0.4	11.0%	0.1%	-13.9%	4.3%	-2.5	2.2%&-2.0%
CCCCn1c(N)c(N(CC(C)C)C(=O)CCNC(=O)c2ccccc2Cl)c(=O)[nH]c1=O	2.4%	0.0	0.7	-48.2%	7.3%	-13.9%	-4.6%	-3.3	-4.0%
Cn1nnnc1SCC(=O)Nc1ccccc1[N+](=O)[O-]	1.5%	-0.7	0.6	24.0%	4.8%	3.8%	-0.1%	-2.7	-3.8%
CCOC1(OCC)N=C(N)C2(C#N)C(c3cccc(OC)c3OC)C12C#N (stereo not given)	3.2%	-20.3	0.8	324.7%[activator]	-14.0%	-28.6%	-0.1%	-0.2	-4.0%
Cn1c(CNC(=O)C2CCCCC2)cc2cc(Cl)ccc21	7.3%	1.6	-0.2	-25.5%	-9.5%	-15.1%	-2.6%	-2.0	-5.3%
O=C(C1CCN(S(=O)(=O)c2cccs2)CC1)N1CCN(c2cccc(Cl)c2)CC1	6.2%	·	-0.2	-6.0%	0.9%	7.9%	-1.2%	-8.5	-1.9%

3 compounds already listed, arranged by their value in D2 antagonist, low to high:
Structure	D2 antagonist
CCOCCn1c(CN2CCN(c3cccc(Cl)c3)CC2)nc2c1c(=O)n(C)c(=O)n2C	-1.7
Cn1nnnc1SCC(=O)Nc1ccccc1[N+](=O)[O-]	-0.7
COc1ccc(S(=O)(=O)NCc2ccncc2)cc1NC(=O)c1ccccc1C	4.8

Further results:
SMILES	ERG-DNA inh	D2 antagonist	D2 ag	ALOX12 inh	Vif-APOBEC3F blk	RGS4 inh	Vif-APOBEC3G blk	LDHA inh	GRP78 ERSR act
COc1ccc(CCN2CC(C(=O)NCC(c3ccccc3)N(C)C)CC2=O)cc1OC (stereo not given)	-3.7%	·	·	-2.3%	7.5%	8.5%	2.7%	6.5	-2.2%
CCN(CC)C(=O)C1=C(C)N(CCC2=CCCCC2)C(=O)C(CC(=O)NCc2ccco2)C1 (stereo not given)	·	·	·	?	-5.6%	·	0.8%	-2.6	-5.2%
Cc1cccc(OCC(=O)NNC(=O)CCc2ccccc2)c1	-3.6%	-0.5	-3.0	5.2%	1.5%	5.3%	0.3%	-8.5	-2.6%
Nc1c(NC(=O)CC[n+]2ccccc2)cccc1[N+](=O)[O-]	·	-12.1	0.4	-14.7%	-3.9%	16.8%	0.8%	-3.7	-5.0%
COc1cc2cc(CCCOC(=O)c3cccc(Br)c3)oc(=O)c2cc1OC	-0.9%	12.2	1.0	11.1%	-5.0%	21.8%	0.7%	-9.3	-5.1%
CCC12CN3CC(C)(CN(C1)C3c1ccccc1C)C2=O (stereo not given)	1.5%	·	0.4	5.7%	1.6%	15.2%	-2.9%	-9.7	-0.7%
Cn1nc(C(C)(C)C)cc1NC(=O)C1(C)CCN1C(=O)CCc1ccccc1 (stereo not given)	·	·	·	-0.1%	·	·	0.8%	-14.2	-2.9%
CC1(C)Cc2c(ccc3ccccc23)C(NNC(=O)c2cccnc2)=N1	4.6%	-1.8	-0.6	20.9%	0.5%	36.0%	-5.0%	-6.9	-1.8%
O=C(NNC1=NS(=O)(=O)c2ccccc21)c1cccc([N+](=O)[O-])c1	6.5%	6.6	-1.3	15.6%	2.3%	15.3%	0.1%	-2.2	-4.3%
O=S1(=O)C[C@@H](N2CCN(c3ccccn3)CC2)[C@H](COCc2ccccc2)N1	·	·	·	-16.7%	-2.8%	·	-0.7%	-10.0	-2.4%
Cc1c(Cl)cccc1NC(=S)NCc1ccc2c(c1)OCO2	0.2%	-4.0	0.6	?	-2.0%	-3.4%	3.8%	-9.1	-2.5%
Cc1ccc(N(CC(=O)N2CCN(Cc3ccccc3)CC2)S(C)(=O)=O)cc1C	-1.0%	-14.4	-0.1	21.3%	0.0%	1.1%	3.8%	-6.1	-3.6%
CCOC(=O)CCC(=O)N1CCOCCOCCN(C(=O)CCC(=O)OCC)CCOCC1	5.8%	-2.5	0.9	0.0%	-2.8%	-16.0%	0.4%	-3.1	-0.7%
COC(=O)c1sc(S(=O)(=O)NCc2cccs2)c(C(=O)OC)c1C	6.1%	-0.2	-0.4	0.2%[57.4 µM]	-10.1%	-12.7%	1.2%	-0.9	-4.4%
O=C(O)CSc1nnc(Cn2cnc3ccccc32)n1CCc1ccccc1	11.3%	1.6	0.1	?	-4.1%	18.0%[11.4 µM]	-0.2%	-2.1	-2.0%
O=C(COC(=O)c1cccc(NS(=O)(=O)c2ccc(F)c(F)c2)c1)NC(=O)NC1CCCCC1	7.7%	6.6	-0.6	-7.7%	-10.3%	-31.9%	-13.2%	4.1	0.9%
CCN(CC(=O)Nc1ccccc1C(F)(F)F)C(=O)CN1C(=O)NC(C)(c2ccccc2)C1=O (stereo not given)	-9.8%	·	·	-35.7%	-12.3%	-20.6%	-2.5%	-9.0	-4.5%
CCN(CC)c1ccc(C=Nc2ccc(N(C)C)cc2)c(O)c1	0.6%	7.7	0.7	?	?	?	-7.5%	28.3	-9.6%
CCOC(=O)c1ccc(-c2ccc(/C=C(\C#N)C(=O)Nc3cccc(C)c3)o2)cc1	?	·	0.1	-13.1%	?	-3.2%	0.2%	-1.4	-0.5%
CCc1nccn1CCC(=O)N1CCCC(N2CCN(c3ccccc3C)CC2)C1 (stereo not given)	-1.2%	3.8	7.1	0.1%	-0.6%	4.5%	1.3%	7.0	-3.5%
CN(C)/C=N/C(=S)Nc1ccc(Cl)cc1Cl	13.1%	-3.4	0.1	?	?	-44.1%	-4.2%	0.4	-0.6%
